# Wnt act: Wnt/beta-catenin pathway activators, primary screen, cell-based, plate reader, single point; Wnt/beta-catenin reporter cell assay, activator; activation, % at 9.35 µM; actives 1.2% (n = 300,000); AID 743398, 2014; in the data active = activation above about 30%, passing the limit was not always enough;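 note: 0% = neutral control wells and 100% = positive control wells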
# PvdQ inh: P. aeruginosa PvdQ acylase inhibitors, primary screen, biochemical, fluorescence, plate reader and imaging, single point. actives 0.063% (n = 340,000). inhibition, % at 10 µM. purified PvdQ acylase. PvdQ acylase [Pseudomonas aeruginosa LESB58]; in the data active = inhibition above about 30%, passing the limit was not always enough;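 note: 0% = vehicle neutral wells and 100% = reference inhibitor wells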
# SR-BI HDL uptake: inhibitors of SR-BI mediated HDL lipid uptake, primary screen, ldlA[mSR-BI] cells, fluorescence, single point; Scavenger receptor class B member 1 (Mus musculus), Q61009; inhibition, % at 12.5 µM; ldlA[mSR-BI] CHO cells, DiI-HDL uptake fluorescence, 3 h; AID 488896, 2010; actives 0.96% (n = 320,000);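 active = mean replicate inhibition of at least 70% and a set share of replicates each scoring 70 or more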;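 note: 0% = median of neutral control wells and 100% = median of positive control wells; values of inactives mirror those of a sister screen read the other way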
# V-ATPase pHluor: regulators of yeast V-ATPase proton pumping, primary screen, pHLuorin cytosolic pH fluorescence | S. cerevisiae | response, % at 10 µM | actives 0.37% (n = 350,000); in the data active = response mostly above about 7.3%, no sharp cut-off; inactive = mostly below about 5.4%; note: actives read high; inactives centre near 0; some compounds called inactive have numbers as strong as hits; reference of the scale not given here
# dFosB activator: activators of delta FosB homodimer, primary screen, biochemical, fluorescence polarization, TAMRA-CDK5 oligo, single point | Protein FosB (Mus musculus), P13346 | purified delta FosB; percent of positive-control signal above neutral wells | activation, % at 25 µM | actives 0.99% (n = 340,000) | AID 493131, 2011;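 active = mean activation above about 17%, with every replicate also reaching it, limit read from the data, passing the limit was not always enough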;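 note: fluorescence polarization rise as delta FosB binds a TAMRA Cdk5 AP-1 oligo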
# HTR5A inv ag: HTR5A inverse agonists in luminescence cell assay, primary screen, counter-screen for OPRM1-OPRD1 heterodimer inverse agonist project, full-deck HTS; 5-hydroxytryptamine receptor 5A (Homo sapiens), P47898; inhibition, % at 9.3 µM; actives 0.083% (n = 340,000); HTR5A cell line, inverse agonism; in the data active = inhibition mostly above about 23%, no sharp cut-off; inactive = mostly below about 18%;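 note: 0% = cells with DMSO and 100% = no-cell wells with DMSO; some compounds called inactive have numbers as strong as hits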
# NSD2 inh: NSD2 histone methyltransferase inhibitors, primary screen, biochemical, AlphaScreen, single concentration, set 2; Histone-lysine N-methyltransferase NSD2 (Homo sapiens), O96028; NSD2 peptide methylation, 120 min; inhibition, % at 12.5 µM; actives 0.54% (n = 310,000); AID 743445, 2014; in the data active = inhibition above about 50%
# Target sequence (O96028 whole entry, looked up): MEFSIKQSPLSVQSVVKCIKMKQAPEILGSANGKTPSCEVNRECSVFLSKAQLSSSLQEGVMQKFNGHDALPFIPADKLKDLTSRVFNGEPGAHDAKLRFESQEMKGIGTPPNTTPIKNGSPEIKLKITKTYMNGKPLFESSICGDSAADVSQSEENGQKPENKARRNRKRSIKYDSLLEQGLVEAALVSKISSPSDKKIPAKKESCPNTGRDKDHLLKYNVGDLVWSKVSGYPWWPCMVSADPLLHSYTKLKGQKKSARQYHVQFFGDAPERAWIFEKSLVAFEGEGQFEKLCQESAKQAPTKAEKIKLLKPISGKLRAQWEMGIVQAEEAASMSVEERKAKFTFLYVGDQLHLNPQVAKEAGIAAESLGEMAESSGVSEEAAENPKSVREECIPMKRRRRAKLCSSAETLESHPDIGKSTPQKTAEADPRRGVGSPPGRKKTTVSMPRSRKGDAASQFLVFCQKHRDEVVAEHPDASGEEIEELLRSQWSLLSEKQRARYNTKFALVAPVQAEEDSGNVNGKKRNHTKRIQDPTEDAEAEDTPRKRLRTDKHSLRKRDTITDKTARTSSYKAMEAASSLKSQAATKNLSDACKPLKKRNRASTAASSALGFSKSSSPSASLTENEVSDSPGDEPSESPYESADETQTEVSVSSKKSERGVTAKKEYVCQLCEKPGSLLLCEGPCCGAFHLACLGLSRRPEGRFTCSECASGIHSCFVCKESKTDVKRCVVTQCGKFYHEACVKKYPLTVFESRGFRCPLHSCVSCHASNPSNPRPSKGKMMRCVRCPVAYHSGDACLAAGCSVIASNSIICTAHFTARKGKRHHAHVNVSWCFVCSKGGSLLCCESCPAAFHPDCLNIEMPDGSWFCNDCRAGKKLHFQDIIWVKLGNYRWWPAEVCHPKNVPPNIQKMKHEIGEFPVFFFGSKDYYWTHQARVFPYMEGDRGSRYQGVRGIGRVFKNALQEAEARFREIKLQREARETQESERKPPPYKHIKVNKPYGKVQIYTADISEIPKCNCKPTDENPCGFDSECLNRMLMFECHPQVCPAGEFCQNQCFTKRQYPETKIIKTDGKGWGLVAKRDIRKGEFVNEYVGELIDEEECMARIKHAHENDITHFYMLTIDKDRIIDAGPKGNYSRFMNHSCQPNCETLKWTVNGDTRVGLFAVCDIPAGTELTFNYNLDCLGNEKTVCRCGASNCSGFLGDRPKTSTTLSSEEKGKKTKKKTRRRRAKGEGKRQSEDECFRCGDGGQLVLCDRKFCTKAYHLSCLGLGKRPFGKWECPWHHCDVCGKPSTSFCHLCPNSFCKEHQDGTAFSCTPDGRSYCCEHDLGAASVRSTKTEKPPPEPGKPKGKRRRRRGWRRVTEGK
# MITF act: activators of MITF-driven TRPM1 promoter reporter, primary screen, cell-based, SK-MEL-5, luciferase, single point. actives 0.75% (n = 300,000). SK-MEL-5 TRPM1-promoter luciferase, 24 h; % of positive control, neutral wells = 0. AID 588334, 2011. activation, % at 12.5 µM;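 active = mean activation of at least 80% with every replicate also reaching 80%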;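 note: 0% = neutral control wells and 100% = parthenolide positive control wells; values of inactives mirror those of a sister screen read the other way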
# HTR5A ag ctr: HTR5A agonists in luminescence cell assay, primary screen, counter-screen for OPRM1-OPRD1 heterodimer agonist project, full-deck HTS | actives 0.61% (n = 340,000) | cell-based | activation, % at 9.3 µM; in the data active = activation mostly above about 9.5%, no sharp cut-off; inactive = mostly below about 7.6%;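 note: 0% = cells with vehicle only and 100% = reference agonist; strong numbers were not always called active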
# CDK5 p35 inh: inhibitors of human CDK5/p35 kinase, primary screen, biochemical, single concentration; Recombinant CDK5/p35, ADP-Glo luminescence, 60 min; actives 0.01% (n = 330,000); inhibition, % at 10 µM; AID 488839, 2010; Cyclin-dependent kinase 5 (Homo sapiens) + Cyclin-dependent kinase 5 activator 1 (Homo …;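 active = highest replicate inhibition of at least 50% and at least 75% of replicates reaching 50%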;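 note: plate controls were DMSO neutral control for no effect and GW8510 at 10 µM for full effect; many of its hits are not listed in these tables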
# Active calls of the source: *; · = not tested or not shown.
# The line under a structure holds: Wnt act	PvdQ inh	SR-BI HDL uptake	V-ATPase pHluor	dFosB activator	HTR5A inv ag	NSD2 inh	MITF act	HTR5A ag ctr	CDK5 p35 inh
COc1ccc(Cn2c(SC)nc3ccccc32)cc1[N+](=O)[O-]
→ ·	-10	-2	-5	5	-21	5	8	4	-2.7
COc1ccc(N2CCN(CCNC(=O)Nc3ccc([N+](=O)[O-])cc3OC)CC2)cc1
→ -1	-7	76*	1	-13	-9	3	-10	2	-1.8
CS(=O)(=O)N(CC(=O)N1CCCC1)c1ccc(Cl)cc1
→ 0	-4	-5	12	0	-22	-6	3	2	0.6
O=C(Cc1cccs1)NCc1ccncc1
→ 0	-16	-14	4	7	-5	5	-4	-1	0.7
CCOc1c(Br)cc(C2CC(=O)Nc3cc(OC)c(OC)cc32)cc1OC (stereo not given)
→ 2	-2	21	1	-3	-18	1	6	7	0.4
COc1ccccc1N1CCN(CC(=O)Nc2nc(C)c(C(=O)N(C)C)s2)CC1
→ 1	6	-9	-1	10	-7	-1	·	4	0.9
Cc1ccc(CC2S/C(=C(/C#N)C(=O)NCc3ccco3)N(c3ccccc3)C2=O)cc1 (stereo not given)
→ ·	-8	6	3	4	-5	-5	-1	2	-1.3
COc1ccc(F)cc1S(=O)(=O)NC1CCCCCC1
→ ·	10	11	-6	-5	8	·	3	0	0.9
COc1ccccc1CC(=O)Nc1ccc2c(c1)C(=O)NC2=O
→ -2	-15	-16	0	0	4	2	-4	-1	-0.6
COC(=O)C1CCN(CC(=O)Nc2ccc3c(c2)OCCO3)CC1
→ -3	3	-7	2	-2	-14	2	9	4	-0.5
O=C(Nc1ccc2nc(-c3ccc(Br)o3)[nH]c2c1)c1cccs1
→ ·	-8	60	-2	-5	6	0	48	-3	1.5
CSc1nc(-c2ccccc2)cn1-c1ccc(NC(C)=O)cc1
→ 27	4	39	1	-8	2	5	34	-1	1.1
O=C(Cc1ccc(NC(=O)C2CCCN(C(=O)C3CC3)C2)cc1)Nc1cccc(C(=O)N2CCCCC2)c1 (stereo not given)
→ -1	-12	42	3	1	1	·	6	0	1.3
COc1cccc(-c2ocnc2C(=O)Nc2ccc3c(c2)CCC3)c1
→ 0	-9	-12	2	-16	1	0	-7	0	0.3
COc1ccc(NC(=O)CN2C(=O)NC3(CCCCC3C)C2=O)cc1OC (stereo not given)
→ -3	-16	0	0	-3	-6	0	4	0	-1.5
CC1CCN(C(=O)c2[nH]cnc2C(=O)N[C@@H](C)C(=O)OC(C)(C)C)CC1
→ -1	-12	-12	-3	6	15	·	9	0	-1.6
CCN(C[C@H]1N[C@@](Cc2ccccc2)(C(=O)OC)[C@H]2C(=O)N(Cc3ccccc3)C(=O)[C@@H]12)C(=O)c1ccc(F)cc1
→ -1	0	-1	-2	-9	14	·	0	-4	7.2
CCCCNC(=O)c1onc(CSc2ccc(F)cc2)c1C(=O)NCCCC
→ 1	7	-17	1	-2	-20	·	-3	8	-0.7
O=C(COC(=O)c1ccc(F)cc1)Nc1ccccc1N1CCOCC1
→ ·	-17	-17	-4	-2	14	2	3	4	-0.3
CCn1c(SCC(=O)c2ccc(C)cc2)nnc1-c1ccncc1
→ -2	-14	-5	-1	-9	7	-3	-9	6	1.4
Cc1ccc2cc(C#N)c(SCC(=O)N3CCCc4ccccc43)nc2c1C
→ -2	-15	0	-2	-15	1	-10	-1	4	-2.0
Cc1ccc(C2=NN3C(C2)c2ccccc2OC32C(=O)Nc3ccccc32)cc1 (stereo not given)
→ ·	-19	11	1	-14	-4	1	28	2	0.0
Cc1ccc2[nH]c(=O)cc(C(=O)OCC(=O)c3ccccc3)c2c1
→ -8	-2	-16	1	0	-27	-1	-7	8	-1.2
C(=N\Nc1nncn1/N=C/c1ccco1)/c1ccco1
→ 0	-2	·	-1	-9	12	-27	-4	1	-0.2
COCCn1c(SCC(=O)c2ccc3c(c2)OCCO3)nnc1-c1ccco1
→ ·	-1	-6	3	-3	-7	-2	-15	2	-0.3
CCc1ccc(NC(=O)CCS(=O)(=O)c2ccc(Br)cc2)cc1
→ 1	4	-17	-3	-4	1	-1	16	0	1.2
CCOc1ccc2nc(NC(=O)CCn3cccc3)sc2c1
→ -2	-11	48	-3	-3	9	·	·	-3	-2.0
C/C(=N\NC(=O)c1ccc(NS(=O)(=O)c2cccs2)cc1)c1ccc2c(c1)OCO2
→ 0	7	-3	-2	-6	1	0	-8	0	0.9
FC(F)Oc1ccccc1NC(=S)NCc1ccco1
→ -3	-12	-17	2	-8	3	1	0	-2	-0.8
Cc1ccc(CC(=O)c2ccc(Cl)cc2)cc1
→ -2	-10	-381	7	-11	-6	-1	92*	4	-0.1
Cc1ccc(-c2ccc(C)c(N)c2C)c(C)c1N
→ -1	5	0	2	-6	-1	5	-16	0	0.9
O=C(Nc1cccs1)Nc1ccc(F)cc1F
→ 11	-17	18	3	3	-8	-1	10	-1	2.5
Cn1ccnc1SCC(=O)Nc1cccc([N+](=O)[O-])c1
→ 2	4	-14	0	3	-13	-1	9	5	-0.9
Cc1cc(N2CCCC2)ccc1/C=C1/C(=O)N(C)C(=S)N1C
→ -2	-15	1	0	-8	6	4	-30	-2	-0.4
Cc1ccc(NC(=S)NCCN(C2CCCCC2)C2CCCC2)cc1C
→ -4	-8	12	-1	-3	-11	10	6	4	2.1
CNC(=O)C1CC(=O)N(CCc2ccc(OC)cc2)C(=Nc2ccc(OC)cc2)S1 (stereo not given)
→ -1	-5	32	3	0	-1	1	9	1	-0.3
CC1CCCN(CCC(=O)c2ccc(Br)cc2)C1 (stereo not given)
→ ·	1	-14	8.8*	-3	-2	·	2	1	0.4
COCc1n[nH]c(=S)n1-c1ccccc1
→ ·	4	-47	-5	3	-24	30	6	-1	-0.4
COc1cccc(C(=O)OCCCN(C)C)c1
→ -1	-13	-30	-6	-14	13	14	15	-4	3.1
O=C(CN(Cc1ccc(F)cc1)C(=O)CNS(=O)(=O)c1ccc(F)cc1)NCC1CCCO1 (stereo not given)
→ -1	-9	·	-5	4	-18	-1	·	6	-0.8

# Reformatted in CSV form: 9 of the compounds above
SMILES,Wnt act,PvdQ inh,SR-BI HDL uptake,V-ATPase pHluor,dFosB activator,HTR5A inv ag,NSD2 inh,MITF act,HTR5A ag ctr,CDK5 p35 inh
O=C(Nc1cccs1)Nc1ccc(F)cc1F,11,-17,18,3,3,-8,-1,10,-1,2.5
Cn1ccnc1SCC(=O)Nc1cccc([N+](=O)[O-])c1,2,4,-14,0,3,-13,-1,9,5,-0.9
Cc1cc(N2CCCC2)ccc1/C=C1/C(=O)N(C)C(=S)N1C,-2,-15,1,0,-8,6,4,-30,-2,-0.4
Cc1ccc(NC(=S)NCCN(C2CCCCC2)C2CCCC2)cc1C,-4,-8,12,-1,-3,-11,10,6,4,2.1
CNC(=O)C1CC(=O)N(CCc2ccc(OC)cc2)C(=Nc2ccc(OC)cc2)S1 (stereo not given),-1,-5,32,3,0,-1,1,9,1,-0.3
CC1CCCN(CCC(=O)c2ccc(Br)cc2)C1 (stereo not given),·,1,-14,8.8*,-3,-2,·,2,1,0.4
COCc1n[nH]c(=S)n1-c1ccccc1,·,4,-47,-5,3,-24,30,6,-1,-0.4
COc1cccc(C(=O)OCCCN(C)C)c1,-1,-13,-30,-6,-14,13,14,15,-4,3.1
O=C(CN(Cc1ccc(F)cc1)C(=O)CNS(=O)(=O)c1ccc(F)cc1)NCC1CCCO1 (stereo not given),-1,-9,·,-5,4,-18,-1,·,6,-0.8

# (more compounds)
# Field names – A = Wnt act; B = PvdQ inh; C = SR-BI HDL uptake; D = V-ATPase pHluor; E = dFosB activator; F = HTR5A inv ag; G = NSD2 inh; H = MITF act; I = HTR5A ag ctr; J = CDK5 p35 inh
> COC(=O)C1(C)CCC(C(=O)Nc2ccccc2)C1(C)C (stereo not given)
  A = -1	B = 11	C = ·	D = -1	E = 4	F = -3	G = -1	H = ·	I = 2	J = 0.3
> CN(CC(=O)Nc1ccc(Cl)c(C(F)(F)F)c1)C(=O)Cc1n[nH]c(=O)c2ccccc12
  A = -5	B = -9	C = 5	D = 4	E = -27	F = -24	G = 3	H = -13	I = 4	J = 0.1
> O=C1C2CC=CCC2C(=O)N1c1ccc(OCC(O)Cn2nnc3ccccc32)cc1 (stereo not given)
  A = -6	B = -16	C = -18	D = 1	E = 5	F = 18	G = ·	H = -15	I = 4	J = -0.3
> NNC(=O)c1oc2nc(-c3ccc(Cl)cc3)cc(-c3ccccc3)c2c1N
  A = -2	B = 2	C = 106*	D = -34	E = -16	F = -19	G = 3	H = -3	I = 5	J = 1.5
> Cc1cccc(CCNC(=O)C2CCC(CNS(=O)(=O)c3cccs3)CC2)c1 (stereo not given)
  A = -4	B = 9	C = 55	D = 2	E = -1	F = -1	G = 0	H = -2	I = 0	J = 0.3
> Cc1noc(C)c1COc1ccc(C(=O)N2CCN(S(=O)(=O)c3ccc(F)cc3)CC2)cc1
  A = 1	B = -16	C = 4	D = 1	E = -6	F = 3	G = -1	H = 6	I = 3	J = 0.5
> Cc1csc(NC(=O)CN2C(=O)c3ccccc3S2(=O)=O)n1
  A = -1	B = 2	C = -26	D = -3	E = -5	F = -16	G = -3	H = -4	I = 1	J = 0.6
> O=C(NC(Cc1ccccc1)C(=O)O)/C(=C/c1ccc([N+](=O)[O-])cc1)NC(=O)c1ccccc1Br (stereo not given)
  A = -4	B = -10	C = -19	D = -3	E = -9	F = 6	G = -2	H = -6	I = 0	J = 2.4
> Cc1c(C)n2c(SCC(=O)N3CCCCC3)nnc2[nH]c1=O
  A = 1	B = -11	C = -20	D = 1	E = 1	F = -1	G = -1	H = 0	I = -1	J = -0.5
> N#Cc1c(NC(=O)C2CC(c3c(F)cccc3Cl)=NO2)sc2c1CCC2 (stereo not given)
  A = ·	B = -7	C = -17	D = 9	E = -11	F = -12	G = -2	H = 9	I = 5	J = -0.4
> Nc1ccc(Nc2ccccc2N)cc1
  A = ·	B = -5	C = 31	D = 0	E = 4	F = -12	G = -14	H = -7	I = 2	J = -0.7
> CC(=O)c1cc2c(cc1NC(=O)CSc1nc3ccccc3o1)OCO2
  A = ·	B = 0	C = -11	D = 0	E = 1	F = -11	G = 1	H = 35	I = 3	J = -3.6
> Cc1nc2nc3c(cn2n1)C(=O)CC(c1ccccc1)C3 (stereo not given)
  A = -5	B = -9	C = -10	D = 9	E = -4	F = -1	G = -4	H = ·	I = -7	J = -0.6
> COc1cc2c(c(OC)c1OC)C(=O)CC2
  A = 2	B = -23	C = -9	D = 3	E = 1	F = -20	G = -1	H = -1	I = 5	J = 0.9
